Source: PubChem BioAssay
DT40 TDP1 no CPT: qHTS for Inhibitors of human tyrosyl-DNA phosphodiesterase 1 (TDP1): qHTS in cells in absence of CPT | DT40 Tdp1-/- hTDP1 cells, no CPT, ATP luminescence, 48 h | Potency, µM (doses to about 46.2 µM), inactives show top-dose activity change, negative = growth inhibition, most hits filed as inhibitors | 420,000 compounds, 15% hits | AID 686978, 2013; note: nearly all actives have a fitted effect of over 55% in size
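Camptothecin absent (DMSO only). Human TDP1-complemented DT40 knockout cells, 400 cells/well, 37 °C for minimum 48 hr; ATP measured via CellTiter-Glo, 30 min dark incubation, luminescence.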
GCN5L2 inh: inhibitors of human GCN5L2 histone acetyltransferase; Q92830; GCN5L2 HAT assay, ThioGlo1 CoA-SH fluorescence; Potency, µM (doses to about 58.9 µM), for the others: top-dose activity change, negative = inhibition, usual class: inhibitors; 390,000 compounds, 0.21% hits; AID 504327
Target sequence (Q92830 whole entry, looked up): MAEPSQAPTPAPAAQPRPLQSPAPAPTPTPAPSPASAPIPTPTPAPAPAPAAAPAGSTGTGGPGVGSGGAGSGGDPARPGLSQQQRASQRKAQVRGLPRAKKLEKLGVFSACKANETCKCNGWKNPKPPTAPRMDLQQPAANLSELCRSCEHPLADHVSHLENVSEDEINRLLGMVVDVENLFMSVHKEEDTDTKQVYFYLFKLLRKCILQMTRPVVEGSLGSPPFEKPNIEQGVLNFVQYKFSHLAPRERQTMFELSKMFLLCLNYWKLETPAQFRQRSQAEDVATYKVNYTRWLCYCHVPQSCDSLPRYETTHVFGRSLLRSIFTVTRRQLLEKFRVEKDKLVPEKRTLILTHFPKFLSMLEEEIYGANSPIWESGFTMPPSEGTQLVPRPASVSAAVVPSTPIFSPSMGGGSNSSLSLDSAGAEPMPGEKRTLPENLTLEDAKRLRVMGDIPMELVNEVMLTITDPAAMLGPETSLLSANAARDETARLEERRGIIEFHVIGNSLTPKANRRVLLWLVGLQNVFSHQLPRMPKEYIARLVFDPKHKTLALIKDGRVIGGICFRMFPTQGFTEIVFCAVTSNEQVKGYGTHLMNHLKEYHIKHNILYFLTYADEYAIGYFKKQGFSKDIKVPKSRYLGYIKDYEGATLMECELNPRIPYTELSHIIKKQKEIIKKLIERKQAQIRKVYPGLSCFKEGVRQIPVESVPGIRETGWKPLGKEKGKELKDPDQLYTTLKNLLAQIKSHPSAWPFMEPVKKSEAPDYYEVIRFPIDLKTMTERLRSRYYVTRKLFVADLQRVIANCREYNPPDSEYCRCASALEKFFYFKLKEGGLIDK
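GCN5L2 (20nM final) in 50mM HEPES, 0.1mM EDTA pH 7.5, 0.01% Tween-20 was preincubated 15 min at room temperature with compound, then given ThioGlo1 (50uM), H3(1-25) peptide (75uM) and acetyl-CoA (70uM); CoA-thiol fluorescence (Ex340/Em540) was read at 0 and 20 min.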
DT40 TDP1 CPT: growth inhibition of DT40 Tdp1-/-;hTDP1 cells with camptothecin (screen for TDP1 inhibitors); chicken DT40 Tdp1-/-;hTDP1 cells + 20 nM CPT, ATP luminescence, 48 h; Potency, µM (doses to about 46.2 µM), inactives show at the highest dose activity change, negative = growth inhibition, actives largely listed as inhibitors; 420,000 compounds, 12% hits; AID 686979; note: nearly all actives have a fitted effect of over 55% in size
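Cell growth measured by CellTiter-Glo luminescence after a minimum 48 h, 37 C compound exposure with 20 nM CPT in Tdp1-knockout DT40 cells stably expressing hTDP1, seeded 400/well; qHTS titration format.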
The depositor's hits bear a star; u = inconclusive; x = no result given; & = joins results of further samples. Calls come from the whole dose curve; as a rule, active = well fitted curve in the direction sought with a large enough effect; inconclusive = small, poorly fitted or top-dose-only effect, or another doubt; inactive = no such curve, though single readings can be large; an effect the other way counts as inactive or inconclusive. % is set by controls: 0 for no effect and ±100 for the full control effect; potency is the fitted concentration of half-maximal effect. Some of the compounds tested (hit frequency here may not be typical).

compound | DT40 TDP1 no CPT | GCN5L2 inh | DT40 TDP1 CPT
Cc1ccc(NC(=O)CCC(=O)NNC(=O)COc2ccc([N+](=O)[O-])cc2)cc1C | 11.3% | -11.8% | -14.6%
CCOC(=O)c1cnc(-n2nc(C)cc2C)nc1NNc1nc(-c2ccccc2)cc(-c2ccccc2)n1 | 3.26µM* | -8.2% | 3.66µM*
COc1ccc(CCNc2nc3ccccc3c3nc(-c4cccc(C)c4)nn23)cc1OC | 7.31µM* | -3.3% | u
COc1ccc(/C=N/Nc2cn[nH]c(=O)c2Cl)cc1 | -23.9% | -12.7% | -5.0%
COC(=O)C1=C(C)NC=C([N+](=O)[O-])C1c1ccc(OC)cc1 (centres undefined) | -13.1% | -1.0% | 1.3%
CN1C(=O)C(=O)/C(=C(/O)c2ccc(Br)cc2)C1c1ccc(F)cc1 (centres undefined) | 6.0% | -1.6% | -2.6%
CCOC(=O)C1C(=O)C(C(C)=O)C(=O)CC1CC(C)SCC (centres undefined) | 7.3% | 1.1% | 11.6%
COc1ccc(-c2cn3cccnc3n2)cc1NS(=O)(=O)c1ccccc1 | -9.0% | u | 4.1%
CCCCn1c2nc3ccccc3nc2c2c(=O)n(-c3ccccc3)cnc21 | u | -9.4% | u
O=c1c(/C=N\NS(=O)(=O)c2ccccc2)coc2ccc(Cl)cc12 | -18.4% | u | u
COc1ccc(NC(=O)C2C3CCC4C(CCC32)C4(Cl)Cl)cc1 (centres undefined) | -7.5% | 0.8% | 0.6%
CN1OC(c2ccccc2)=C(CO)C1c1ccccc1 (centres undefined) | -73.4% | -2.3% | -88.4%
O=C(CCc1nnc(Cc2ccc(-c3ccccc3)cc2)o1)N1CCCC1 | u | -2.3% | u
Cc1ccc(C2=NN(C(=O)CCC(=O)O)C(c3cccc([N+](=O)[O-])c3)C2)cc1 (centres undefined) | -8.8% | -2.4% | -10.1%
CC(OC(=O)CNC(=O)c1cccc(F)c1)C(=O)NC1CCCCC1C (centres undefined) | 4.0% | -8.5% | -0.2%
O=C1COc2ccc(C(=O)COC(=O)c3ccc4ccccc4n3)cc2N1 | -5.9% | -6.3% | 9.4%
Cc1cccc(C)c1NC(=O)C(NS(=O)(=O)c1cccs1)c1ccccc1 (centres undefined) | 20.7%&-2.9% | -6.5%&-7.9% | -9.1%&1.3%
CC(=O)Nc1ccc(S(=O)(=O)NCC(=O)OCC(=O)N2CCCc3ccccc32)cc1 | 2.3% | -3.8% | -0.9%
CC(=O)Nc1ccc(C2=NN(Cc3nnc(-c4ccccc4)o3)C(=O)SC2)cc1 | -20.1% | -3.6% | -22.3%
O=C(c1cccc(C(F)(F)F)c1)N(c1ccccn1)C1CCCCC1 | u | -8.7% | -2.4%
Cc1onc(-c2c(Cl)cccc2Cl)c1/C(N)=N/OC(=O)C(C)(C)C | 3.9% | -7.0% | 3.0%
COc1ccccc1NS(=O)(=O)c1ccc(NC(=O)CCNC(=O)c2ccco2)cc1 | -7.8% | -4.1% | -10.8%
Cc1ccccc1CNCc1ccc2c(c1)OCO2 | -13.3% | -18.0% | -16.0%
COc1ccc(Cc2nnc(NC(=O)CS(=O)(=O)c3ccccc3)s2)cc1OC | -0.1% | -3.5% | -4.5%
COc1ccccc1C(=O)COC(=O)c1cnc(C)cn1 | 10.9% | -0.6% | 1.1%
CCOC(=O)c1cnc(SCC(=O)N2CCC(C(N)=O)CC2)nc1N | -11.3% | u | 19.6%
COc1ccc(NC(=O)NN(C(=O)c2ccccc2)C(C)(C)C)cc1 | -5.8% | 1.9% | 1.0%
Cc1nn(C)c(C)c1S(=O)(=O)N1CCC(C(=O)NC(C)c2ccccc2)CC1 (centres undefined) | 1.8% | 8.0% | 3.4%
C[C@@H]1CN([C@@H](C)CO)C(=O)c2cc(NC(=O)c3ccccc3)ccc2O[C@@H](C)CCCCO[C@@H]1CN(C)Cc1ccc(C(F)(F)F)cc1 | 7.31µM* | x | 9.2µM*
COc1cccc(-c2cnc3c(NC(C)=O)cc(-c4cccc(NS(C)(=O)=O)c4)cn23)c1 | 23.1µM* | x | 25.9µM*
CC(=O)C1=CCC(c2ccccc2Cl)N(S(=O)(=O)c2ccc(C)cc2)C1 (centres undefined) | u | x | u
Cc1cccc(C)c1NC(=O)CNC(=O)c1cncc(Br)c1 | -6.4% | -5.9% | 1.2%
Cc1n[nH]c(C)c1CN(C)C(=O)C1CCC(=O)N(CC2CCCCC2)C1 (centres undefined) | 4.7% | u | -13.0%
CCOC(=O)c1cc(C#N)c(SCC(=O)Nc2ccc(C(C)=O)cc2)[nH]c1=O | u | -5.8% | -23.3%
N/C(=N\NS(=O)(=O)c1ccc(Cl)cc1)c1ccccn1 | -6.5% | x | -7.6%
CNC(=O)CSc1nc(-c2ccccc2)c(-c2ccccc2)[nH]1 | -24.7% | -9.6% | -18.9%
COc1ccc(-c2csc(NC(=O)CN3C(=O)NC4(CCCC4)C3=O)n2)cc1OC | -20.3% | -3.3% | -27.1%
Cc1ccc(S(=O)(=O)NCC2CCC(C(=O)NCc3ccco3)CC2)cc1 (centres undefined) | -25.5% | -0.9% | -12.8%
O=S(=O)(NC1CCN(Cc2ccccc2)CC1)c1cccc2cccnc12 | 18.4µM* | 0.4% | u
CC(C)CN(C(=O)COC(=O)C12CC3CC(CC(O)(C3)C1)C2)c1c(N)n(Cc2ccccc2)c(=O)[nH]c1=O | -4.5% | x | 5.8%
COc1cc(/C=N/NC(=O)c2cccc(S(=O)(=O)N3CCCCC3)c2)cc(Br)c1O | -29.7% | -4.4% | -18.4%
CCc1ccc(NC(=O)C/C(C)=N/NC(=O)COc2ccc(C)cc2Br)cc1 | -0.8% | -14.6% | 1.0%
O=C(c1ccc(=O)oc1)N1CCN(C(c2ccccc2)c2ccccc2)CC1 | -11.9% | -2.9% | u
CCCC(=O)OCc1cnc(C)c2oc(=O)c(C(=O)Nc3ccc(F)cc3C)cc12 | -35.5% | -8.7% | u
CC(C)(C)c1ccc(OCCC(=O)OCC(=O)NCc2ccccc2)cc1 | -21.8% | -4.1% | -17.2%
COc1ccc(C(=O)NCc2nnc(SCC(=O)NC3CCCCC3)o2)cc1 | 20.6% | -2.2% | -2.8%
OC(c1ccc(F)c(F)c1)c1ncc(-c2ccc(Cl)cc2)[nH]1 (centres undefined) | u | x | u
CCOC1=C2[C@@H](CN(S(=O)(=O)c3ccc(C)cc3)[C@H]2c2ccc(CC)cc2)[C@H]2C(=O)N(c3ccccc3)C(=O)[C@H]2C1 | u | x | u

Of the compounds above, two have a CF3 group:
compound | DT40 TDP1 no CPT | GCN5L2 inh | DT40 TDP1 CPT
O=C(c1cccc(C(F)(F)F)c1)N(c1ccccn1)C1CCCCC1 | u | -8.7% | -2.4%
C[C@@H]1CN([C@@H](C)CO)C(=O)c2cc(NC(=O)c3ccccc3)ccc2O[C@@H](C)CCCCO[C@@H]1CN(C)Cc1ccc(C(F)(F)F)cc1 | 7.31µM* | x | 9.2µM*

The results go on:
compound | DT40 TDP1 no CPT | GCN5L2 inh | DT40 TDP1 CPT
COc1ccc(CN(C)C(=O)c2ccc(COc3ccccc3)cc2)c(OC)c1 | 9.2µM* | -15.8% | 18.4µM*
Cc1cc(NC(=O)CSc2ccc(F)cc2)no1 | 1.4% | -6.9% | -5.3%
CC(=O)N1Cc2cc(C(=O)NCC(F)(F)F)nc(-c3cccc(-c4cc5ccccc5o4)c3)c2[C@H]1CCO | -29.7% | x | u
O=C(c1cnn2c(C(F)F)cc(-c3ccccc3)nc12)N1CCc2ccccc2C1 | u | -6.1% | u
Cc1ccc(C(C)C)c(OCC(=O)Nc2ccc3c(c2)nc(CCNC(=O)c2ccco2)n3C)c1 | 10.3µM* | -9.8% | u
CCN(CC)c1ccc(C(=O)c2cnc(/N=C/N(C)C)s2)cc1 | 1.4% | -10.8% | 7.5%
Cc1ccc(Cc2c(-c3ccccc3)nc3cc(C)c(Br)c(C)n23)cc1 | u | x | u
CCN(C(=O)Cn1cc(S(=O)(=O)N2CCN(c3ccccc3F)CC2)c2ccccc2c1=O)c1ccc(C)c(C)c1 | 10.3µM* | -6.6% | u
N#Cc1c(-c2ccccc2)cc(-c2ccccc2)nc1SCC(=O)NCC(=O)O | 4.1% | 4.6% | -3.0%
CCOC(=O)c1c(Cc2ccc(Cl)cc2)c[nH]c1C | -25.9% | -7.0% | u
COc1ccc(C(=O)Nc2ccccc2SCc2cc(=O)c3cccc(C)c3[nH]2)cc1 | u | -7.4% | -12.2%
COC(=O)c1ccccc1NS(=O)(=O)c1ccc(Cl)nc1 | -8.0% | -4.5% | -18.6%
Cc1ccc(-n2c(SCC(=O)N3CCCCC3)nc(O)cc2=O)cc1 | 4.7% | -26.2% | -1.3%
COCCCNC(=S)N/N=C/c1cccc(OC)c1O | 0.651µM* | -5.5% | 0.82µM*
CCc1ccc(NS(=O)(=O)c2ccc3oc(=O)ccc3c2)cc1 | u | -13.7% | u
COc1ccc(CC(=O)Nc2ccc(-c3ccc4nnc(C)n4n3)cc2)cc1OC | u | -6.2% | u
COc1ccc(OC)c(-n2c(SCC(=O)Nc3cccc(S(N)(=O)=O)c3)nc3ccccc3c2=O)c1 | -27.3% | -10.6% | u
N#CCOc1nc(N2CCCCC2)nc(N2CCCCC2)n1 | -28.1% | -1.4% | u
O=C(O)/C(=C\c1ccccc1OC(F)F)Sc1nnc(-c2ccc(F)cc2)o1 | u | 0.0% | 20.6µM*
Cc1cccn2c(=O)c3cc(C(=O)NCCN4CCOCC4)c(=N)n(CCCN4CCOCC4)c3nc12 | u | -2.0% | -1.7%
C/C=C(\C)C(=O)Nc1cccc(C2=NOC3(C2)C[C@H](C(N)=O)N(C(=O)c2cc([N+](=O)[O-])cc([N+](=O)[O-])c2)C3)c1 (some centres undefined) | -2.4% | -25.2% | -14.6%
COC(=O)C[C@@H]1CC[C@H](NC(=O)c2cnccn2)[C@@H](CO)O1 | 2.4% | x | 4.3%
COc1cc(C2Nc3cccc4cccc(c34)N2)cc(OC)c1OC(C)=O | 23.1µM* | u | u
CCCN(CCC)CC(O)COc1ccc([N+](=O)[O-])cc1 (centres undefined) | u | 0.9% | 2.8%
CC(NC(=O)CCC(=O)Nc1ccccc1O)c1ccccc1 (centres undefined) | -1.2% | x | 2.8%
COc1ccc(C(NC(=O)C2CCN(Cc3cc(OC)cc(OC)c3)CC2)c2ccccn2)cc1 (centres undefined) | -29.3% | x | 2.3%
CCOC(=O)[C@@H]1[C@H]2COc3ccc(Br)cc3[C@H]2N2C(=O)N(c3ccc(C)cc3)C(=O)[C@]12C | u | -4.1% | u
COc1ccc2ccccc2c1/C=N/NC(=O)c1cccc([N+](=O)[O-])c1 | -1.8% | 21.5% | -10.6%
COc1ccc(CCNC(=O)CN(c2ccccc2OC)S(=O)(=O)c2ccc(C)cc2)cc1 | 23.1µM* | -12.3%&-12.0% | 20.6µM*
COc1ccc2c(CC(=O)NC(Cc3ccc(Cl)cc3)C(=O)O)cc(=O)oc2c1C (centres undefined) | -2.0% | -5.7% | 7.8%
CCCCN1CC(N2CCN(Cc3ccccc3)CC2)CS1(=O)=O (centres undefined) | u | x | u
CC(=O)Nc1ccc(S(=O)(=O)N(C)CC(=O)OCC(=O)NC(C)C23CC4CC(CC(C4)C2)C3)cc1 (centres undefined) | -28.4% | -3.5% | -11.5%
CCOC(=O)/C=C(C)\C=C\c1c[nH]c2ccccc12 | 29.1µM* | -13.5% | -5.8%
CCOC(=O)c1c(C)[nH]c(C)c1S(=O)(=O)N1CCC(C(=O)Nc2ccc(C)cn2)CC1 | 3.6% | -12.8% | 18.4%
CCc1c(C)sc2c1CCN(C(=O)Nc1ccccc1C(=O)OC)C2c1ccc(OC)cc1 (centres undefined) | u | -13.5% | u
O=C1C=C(/C=C/C2C=CC=CC2)C[C@@H](c2ccc(Cl)cc2)C1 (some centres undefined) | u | -4.4% | u
COc1ccc(Cc2nnc(SCC(=O)N(c3ccccc3)C(C)C)n(N)c2=O)cc1 | u | -2.1% | u
Cc1nc2oc3ccccc3c(=O)c2c(=O)n1Cc1ccccc1 | -1.0% | -9.0% | 1.4%
CCOC(CNC(=O)c1ccc2c(c1)nc(C)n2-c1cccc(F)c1)OCC | -1.1% | -2.2% | u
